HSF1 inh – HSF1 inhibition; NIH3T3-HGL HSE-luciferase, MG132-induced, luminescence 8 h; active compounds read low; actives 0.77% (n = 300,000); activity change, negative = inhibition, % at 7.5 µM (by protocol); AID 2098;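 active = more than half of replicate wells show activity change below -50%, luminescence cut by over half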;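 note: luciferase reports HSF-1 transcriptional activity via heat shock element; 0% = median of DMSO wells and -100% = zero luminescence signal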
Platelet DG rel – modulates dense granule release in human platelets; human platelet-rich plasma, SFLLRN dense granule ATP release, luminescence; inhibition, %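 (compounds screened at 7.5 µM in platelet-rich plasma)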; actives 0.22% (n = 300,000); AID 1663;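 active = mean replicate score, as percent of positive control, at or above 50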
aSyn UTR inh – 5' untranslated region of α-synuclein, MLPCN primary screen. alpha-synuclein 5'UTR reporter, inhibitor activity. inhibition, % (tested at 7.5 µM). actives 0.82% (n = 300,000). AID 1813; in the data active = inhibition above about 60%;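 note: H4 neuroglioblastoma cells stably carrying SNCA 5'UTR luciferase fusion; 0% = DMSO wells and 100% = positive control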
HIF activator – HIF pathway transcriptional activation; U2OS HRE-luciferase reporter, luminescence; normalized: DMSO 0%, desferrioxamine 100%; activation, % at 7.5 µM (by protocol); actives 0.32% (n = 300,000); AID 1910;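 active = mean activation of at least 10% of the iron chelator positive control signal, with at least half of replicates also reaching 10%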
KLF5 inh – suppresses KLF5 promoter-driven expression; actives 0.23% (n = 290,000); inhibition, % at 5 µM; DLD-1 KLF5 promoter-luciferase reporter, luminescence;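 active = inhibition above a per-plate limit of that plate's mean compound inhibition plus 3 SD, cut at about 60% in these data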;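 note: 0% = DMSO wells and 100% = LY294002 at 200 µM; higher means less KLF5 promoter-driven luciferase light; inactives centre near -14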
AI-2 QS modul – modulates the Vibrio harveyi AI-2 quorum sensing system; activity change, % at 7.5 µM; Vibrio harveyi JMH597 AI-2 luminescence/OD600 ratio, 9 h; active compounds read low; strain lacks LuxN and CqsS sensors; 0 = neutral-control median; AID 2094; actives 0.4% (n = 300,000); in the data active = activity change below about -75%, passing the limit was not always enough;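 note: luminescence divided by OD600 gain over 9 h not by final OD600 alone; inactives centre near 13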
HSP90 refold inh – inhibitors of HSP90 luciferase refolding in rabbit reticulocyte lysate | inhibition, % at 5.6 µM | actives 0.91% (n = 290,000) | luciferase refolding luminescence, 3 h;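 active = inhibition above the screen-wide mean plus 3 SD, computed separately per campaign, cut at about 16% in these data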;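 note: 0% = DMSO wells and 100% = 60 µM geldanamycin wells; inhibitors lower the luminescence because luciferase stays unfolded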
IEC-6 cytotox – kills IEC-6 intestinal cells in KLF5 counter-screen | IEC-6 cytotoxicity, luminescence viability | inhibition, % at 5 µM | actives 0.78% (n = 290,000) | AID 1825; in the data active = inhibition above about 22%;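 note: 0% = plate median of test compound wells and 100% = cytotoxic reference compound wells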
HSF-1 act – increases HSF-1 driven luciferase reporter signal; NIH3T3-HGL HSF-1 luciferase reporter, MG132, 8 h; 100% = twice DMSO control signal; activation, % at 9 µM; actives 1.7% (n = 300,000);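 active = mean replicate activation of at least 50% with a set share of replicates each reaching 50%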;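 note: 0% = median of the neutral control wells and 100% = twice that signal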
HDAC3 inhib – inhibitors of human histone deacetylase 3. recombinant HDAC3, fluorogenic peptide/trypsin coupled, fluorescence. inhibition, % at 8.3 µM. O15379. AID 2718. actives 0.15% (n = 320,000); in the data active = inhibition above about 26%, passing the limit was not always enough
Target sequence (O15379 whole entry, looked up): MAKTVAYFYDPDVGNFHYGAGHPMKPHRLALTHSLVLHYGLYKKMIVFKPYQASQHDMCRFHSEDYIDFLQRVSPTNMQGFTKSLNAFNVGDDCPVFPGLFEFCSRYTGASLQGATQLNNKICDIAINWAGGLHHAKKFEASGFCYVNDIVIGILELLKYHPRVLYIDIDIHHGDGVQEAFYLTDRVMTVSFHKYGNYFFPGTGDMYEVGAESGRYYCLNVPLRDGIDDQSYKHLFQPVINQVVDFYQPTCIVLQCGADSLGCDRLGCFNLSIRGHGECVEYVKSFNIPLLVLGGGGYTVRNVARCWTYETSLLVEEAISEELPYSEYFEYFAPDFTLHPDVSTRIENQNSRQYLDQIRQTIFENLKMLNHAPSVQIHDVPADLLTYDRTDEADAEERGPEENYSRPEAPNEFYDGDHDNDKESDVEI
The depositor's hits bear a star; x = not tested or not shown.

The line under a structure holds: HSF1 inh, Platelet DG rel, aSyn UTR inh, HIF activator, KLF5 inh, AI-2 QS modul, HSP90 refold inh, IEC-6 cytotox, HSF-1 act, HDAC3 inhib
> COc1ccc(OCC(=O)Nc2ccc(S(=O)(=O)N(C)c3ccccc3)cc2)cc1
    -9, -2, 13, -0.2, -25, 33, 5, -3, -5, x
> Cn1nc(-c2ccc(Cl)cc2)c2cc(C(=O)N3CCN(c4ccccc4)CC3)sc21
    9, -5, -65, x, 10, 4, 3, 11, 10, -5
> Cc1ccc(/C=N/NC(=O)c2nnn(-c3nonc3N)c2CN(C)C)o1
    0, -3, 1, -0.5, -12, 17, -2, 6, 5, -2
> O=C(CC(C(=O)N1CCc2ccccc21)n1ccnc1)NCc1ccccc1 (centres undefined)
    -4, 4, -33, -0.4, -31, 19, -2, 2, 23, 0
> O=C(CSc1nnnn1-c1ccccc1)Nc1ccccc1
    -1, 16, 4, 0.2, -14, 9, 0, 5, 2, -3
> COc1cc(/C=N/NC(=O)c2ccncc2)c([N+](=O)[O-])cc1OC
    -3, -5, 33, 0.7, -27, 20, 7, -2, -1, 7
> O=C(CSc1nc2ccccc2o1)Nc1ccccc1N1CCOCC1
    7, -8, -22, -0.6, 17, 17, 1, -1, 17, 0
> CCOP(=O)(CN(CC)C(=O)c1ccccc1Br)OCC
    -3, 5, 0, -0.8, -18, 26, 1, -2, -5, -5
> COC1=CCC2([N+](=O)[O-])CN(CC(=O)O)CC1([N+](=O)[O-])C2 (centres undefined)
    -23, -1, -7, -0.2, -44, 24, 6, -5, -33, 1
> Nc1ncncc1-c1ccc(Cl)cc1
    -1, 11, -15, 0.8, 5, 4, 0, 3, -13, -3
> O=C(O)c1cccc(S(=O)(=O)NNc2ccccc2C(F)(F)F)c1
    -9, -6, -11, -0.1, 4, 6, 3, -3, -4, 3
> O=C(c1ccc2nccnc2c1)N1CCCC(Nc2ccc(F)c(F)c2)C1 (centres undefined)
    22, -5, 7, -0.2, -32, 3, 7, 6, 59*, x
> COC(=O)c1c(C)[nH]c(-c2csc(N)n2)c1C
    -6, -4, -6, 0.1, -3, 20, -2, 2, -8, 14
> O=[N+]([O-])c1cccc(/C=C/c2nc[nH]c2[N+](=O)[O-])c1
    -4, 1, -37, -0.2, -7, 6, -1, -4, 3, -2
> O=Cc1cc(Br)c(OC(=O)N2CCOCC2)c(Br)c1
    1, -2, 11, -4.8, -44, -2, 0, 0, -3, -6
> COC(=O)c1ccc(NC(=O)Cc2ccc(F)cc2)cc1
    17, 24, -20, 2.4, -40, 6, -2, 5, 25, 1
> O=C(CSc1nc(Nc2ccccc2)nc(N2CCOCC2)n1)Nc1ccccc1Cl
    0, 3, 13, 0.1, -27, 26, -8, -7, -7, -3
> CCOC(=O)N1CCC(NC(=O)c2cccc3c2C(=O)N(Cc2cccnc2)C3)CC1
    6, -5, -17, 0.0, -3, 21, 0, 6, 5, -3
> CCOC(=O)COc1ccccc1/C=C1\NC(=O)NC1=O
    1, 1, 2, -0.1, -27, 14, 4, 6, 2, -2
> C/C(Cn1nnc([N+](=O)[O-])n1)=N\NC(=O)c1ccc(O)cc1
    5, 2, -11, 1.0, -37, -3, 2, 1, 23, -2

3 of the compounds above, field by field:
Compound: COC(=O)c1c(C)[nH]c(-c2csc(N)n2)c1C
  HSF1 inh: -6
  Platelet DG rel: -4
  aSyn UTR inh: -6
  HIF activator: 0.1
  KLF5 inh: -3
  AI-2 QS modul: 20
  HSP90 refold inh: -2
  IEC-6 cytotox: 2
  HSF-1 act: -8
  HDAC3 inhib: 14
Compound: CCOC(=O)N1CCC(NC(=O)c2cccc3c2C(=O)N(Cc2cccnc2)C3)CC1
  HSF1 inh: 6
  Platelet DG rel: -5
  aSyn UTR inh: -17
  HIF activator: 0.0
  KLF5 inh: -3
  AI-2 QS modul: 21
  HSP90 refold inh: 0
  IEC-6 cytotox: 6
  HSF-1 act: 5
  HDAC3 inhib: -3
Compound: O=C(CSc1nc(Nc2ccccc2)nc(N2CCOCC2)n1)Nc1ccccc1Cl
  HSF1 inh: 0
  Platelet DG rel: 3
  aSyn UTR inh: 13
  HIF activator: 0.1
  KLF5 inh: -27
  AI-2 QS modul: 26
  HSP90 refold inh: -8
  IEC-6 cytotox: -7
  HSF-1 act: -7
  HDAC3 inhib: -3

(cont.)
The line under a structure holds: HSF1 inh, Platelet DG rel, aSyn UTR inh, HIF activator, KLF5 inh, AI-2 QS modul, HSP90 refold inh, IEC-6 cytotox, HSF-1 act, HDAC3 inhib
> Cn1c(=O)n(C)c2cc(NS(=O)(=O)c3ccc(Br)s3)ccc21
    14, 0, 5, 0.0, -4, 13, 0, 6, 3, -2
> CCC(c1nnnn1C(C)(C)CC)N(CCCN1CCOCC1)Cc1cc2cccc(C)c2[nH]c1=O (centres undefined)
    -1, -1, -8, -0.5, -19, 12, 9, -1, 5, 4
> CC(Oc1ccc2c(-c3ccccc3)cc(=O)oc2c1)C(=O)NCCN1CCOCC1 (centres undefined)
    4, 15, 3, 0.2, -7, -3, 2, 4, 21, 7
> Cc1ccc2nc(SC(C)C(=O)N3CCCCC3)[nH]c2c1 (centres undefined)
    12, -3, -81, 2.7, -14, 33, 2, -2, 9, -2
> CCCn1c(N2CCN(CC(=O)c3c(C)n(C)c4ccc(OC)cc34)CC2)nc2c1c(=O)[nH]c(=O)n2C
    -2, 2, 63*, -41, 13, -5, 4, 7, 14, x
> COc1ccc(NC(=O)CN2CCN(c3nc(-c4ccc(F)cc4)cs3)CC2)c(OC)c1
    -2, 5, -4, 0.2, -10, 15, 2, 2, 5, -13
> CCOC(=O)c1sc(NC(=O)CNC(=O)Cn2cnc3sc(C)c(C)c3c2=O)nc1C
    -3, 0, 9, -0.2, -30, 14, -1, 1, -2, -1
> FC(F)(F)c1cnc(N/N=C/c2ccncc2)c(Cl)c1
    -4, -1, -14, -0.4, -4, -5, 1, 3, -5, 8
> CCOC(=O)C1CN(S(=O)(=O)c2ccc(OC)cc2)c2ccccc2O1 (centres undefined)
    -1, -4, -3, -1.3, -21, 29, 0, -8, 13, 0
> CCOc1ccc(NC(=O)CCC(=O)NNC(=O)NC2CCCCC2)cc1
    -4, -3, -9, -0.3, -36, 15, -4, -7, 16, 2
> COC(=O)c1ccccc1NC(=O)Nc1cccc(C)n1
    -1, 9, 15, -0.1, -2, 12, 4, 6, -3, -1
> Cc1ccc2ccc3ccc(C)nc3c2n1
    1, -1, 72*, 0.9, 51, 5, 2, 91*, -14, 0
> O=c1[nH]c(CCl)nc2cc(-c3ccc(F)cc3)sc12
    17, -18, 29, -0.4, -16, 30, 16, -4, 53*, 5
> O=C(NCCN1CCOCC1)c1cccc(S(=O)(=O)NCc2ccccc2)c1
    2, -15, 10, 0.1, x, 19, x, x, -6, 0
> CCOc1cc(CNc2ccc3c(c2)OCCO3)cc(Br)c1OCC
    -82*, 2, 97*, 0.7, 7, 2, 16*, 83*, -85, 2
> COc1ccc(C)cc1NC(=O)CN1C(=O)COc2ccc(C)cc21
    7, -2, 10, -0.7, -37, 24, -3, -3, 1, 4
> Cn1ncc2c(Nc3ccc(-c4ccccc4)cc3)ncnc21
    10, -29, -45, 1.9, -27, 29, 4, 1, 15, 4
> CCc1ccccc1NC(=O)CSC1=C(C#N)C(c2ccc3c(c2)OCO3)C2=C(CCCC2=O)N1 (centres undefined)
    3, -2, 24, -0.5, -2, 19, -3, 0, 29, -5
> COc1ccc(CC(=O)Nc2nc(-c3ccccc3)c(C(C)=O)s2)cc1OC
    1, -6, 30, -0.5, -1, 24, 2, 2, 7, 5
> O=C(Nc1ccc(-c2nc3ccccc3[nH]2)cc1)c1c(F)c(F)c(F)c(F)c1F
    8, 9, -5, 0.3, -17, 5, 1, -2, 42, 1
> COc1ccc(OC)c(/C=N/NC(=O)CCc2c(C)n[nH]c2C)c1
    -3, 0, 5, -0.3, -22, 12, 2, 7, -3, -27
> CC(=O)Nc1cccc(NC(=O)CCNC(=O)c2ccc(Cl)cc2)c1
    4, 11, -22, 0.7, -27, 22, 3, 2, 6, 4
> CC1CCCN(c2cc3c(cc2[N+](=O)[O-])C(=O)N(c2ccccc2)C3=O)C1 (centres undefined)
    2, -3, 10, 0.1, -15, 13, 0, 6, 38, -3
> Cc1noc(C)c1COc1ccc(C(=O)OCC(=O)NC2CCCCC2C)cc1 (centres undefined)
    x, x, x, x, -46, x, -3, -2, x, 2
> O=C(N/N=C/c1c[nH]c2ccccc12)c1ccn(Cc2ccc(Cl)cc2Cl)n1
    0, 18, 34, -0.7, -14, 26, -3, -1, 5, -2
> COc1ccc(NC(=O)Nc2ccccc2C)c(OC)c1
    10, 6, -27, 0.1, -21, 14, 1, 6, -3, 7
> COCC(C)NC(=O)c1ccccc1[N+](=O)[O-] (centres undefined)
    -3, 0, -2, -0.3, -3, 18, -4, -8, 34, 1
> Cn1cccc1/C=N/NC(=O)Cc1cccc2ccccc12
    7, -9, 14, -0.4, -22, 18, 3, -3, -5, 2
> CC(C)=C1C2CCC1C(C(=O)Nc1cc(C)cc(C)c1)C2C(=O)O (centres undefined)
    3, 9, -12, -0.3, -25, 7, -1, 3, -11, -5
> Cc1ccc(C)c(NC(=S)N(Cc2cccc(Br)c2)CC2CCC(C(=O)O)CC2)c1 (centres undefined)
    3, -5, 2, -0.5, 13, 50, 3, 0, 4, 3
> Cc1ccc2nc(NC(=O)CNS(=O)(=O)c3ccc(Br)s3)sc2c1
    -1, -1, -14, -0.3, 12, 17, 5, -6, -5, -1
> COc1ccc(/C=C/C(=O)NC(=S)NNC(=O)[C@H]2C[C@@H]2c2ccccc2)cc1OC
    8, -4, 10, 0.1, 1, 57, -1, 8, 1, 1
> Cn1c(=O)c2c(ncn2CC(=O)N2CCN(S(=O)(=O)c3ccccc3)CC2)n(C)c1=O
    -4, 25, -6, 0.0, -37, 26, -3, -4, 3, 2
> O=C(CCS(=O)(=O)c1ccccc1Cl)Nc1ccc(S(=O)(=O)Nc2ncccn2)cc1
    -36, 4, 1, -2.3, -12, 21, 8, 2, -46, x
> Cc1ccccc1N(CC(=O)NCc1ccc2c(c1)OCO2)C(=O)C1CSC(=O)C1 (centres undefined)
    -7, -1, 21, -0.2, 4, 6, -3, 0, -13, 2
> Clc1ccc(-c2ccc(/C=N/Nc3cc(N4CCOCC4)nc(N4CCOCC4)n3)o2)cc1
    6, 1, -13, 0.0, -13, 42, 0, 1, 8, -1
> COc1ccc(N/N=C(/C)c2cnnc(-c3ccccc3)n2)cc1
    -3, 1, -70, 1.6, 5, -6, 4, 2, 8, -1
> N#Cc1cccc(Nc2c3c(nc4ccccc24)CCCC3)c1
    4, 4, 4, -0.2, -10, 17, 5, 2, 16, -1
> Cn1nc(C(C)(C)C)cc1C(=O)NNC(=O)c1ccccc1Cl
    x, x, x, x, -2, 14, 1, -3, x, -2

Screening results (PubChem BioAssay)
